ASM inhibitor: inhibitors of human secretory acid sphingomyelinase | actives 0.006% (n = 340,000) | P17405 | placental ASM, HMU-PC fluorogenic substrate, 60 min | AID 504937 | Potency, µM (top dose mostly 57.5 µM), for the others: top-dose activity change, negative = inhibition, usual class: inhibitors; note: potency is the fitted concentration of half-maximal effect
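Human placenta-derived ASM enzyme was preincubated with compound for 10 minutes at room temperature, then given fluorogenic substrate HMU-PC0 (9 uM final) for 60 minutes at 37 °C; a pH 10 stop preceded fluorescence reading at Ex 386/Em 447 nm.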
TRPV1 agonist: activates the human vanilloid receptor TRPV1; TRPV1-expressing cells, Fluo-8 calcium influx, agonist mode; actives 0.19% (n = 320,000); Q8NER1; activation, % at 8.33 µM; in the data active = activation above about 80%; inconclusive = between about 30% and that limit; note: 0% is about no effect
Target sequence (Q8NER1 whole entry, looked up): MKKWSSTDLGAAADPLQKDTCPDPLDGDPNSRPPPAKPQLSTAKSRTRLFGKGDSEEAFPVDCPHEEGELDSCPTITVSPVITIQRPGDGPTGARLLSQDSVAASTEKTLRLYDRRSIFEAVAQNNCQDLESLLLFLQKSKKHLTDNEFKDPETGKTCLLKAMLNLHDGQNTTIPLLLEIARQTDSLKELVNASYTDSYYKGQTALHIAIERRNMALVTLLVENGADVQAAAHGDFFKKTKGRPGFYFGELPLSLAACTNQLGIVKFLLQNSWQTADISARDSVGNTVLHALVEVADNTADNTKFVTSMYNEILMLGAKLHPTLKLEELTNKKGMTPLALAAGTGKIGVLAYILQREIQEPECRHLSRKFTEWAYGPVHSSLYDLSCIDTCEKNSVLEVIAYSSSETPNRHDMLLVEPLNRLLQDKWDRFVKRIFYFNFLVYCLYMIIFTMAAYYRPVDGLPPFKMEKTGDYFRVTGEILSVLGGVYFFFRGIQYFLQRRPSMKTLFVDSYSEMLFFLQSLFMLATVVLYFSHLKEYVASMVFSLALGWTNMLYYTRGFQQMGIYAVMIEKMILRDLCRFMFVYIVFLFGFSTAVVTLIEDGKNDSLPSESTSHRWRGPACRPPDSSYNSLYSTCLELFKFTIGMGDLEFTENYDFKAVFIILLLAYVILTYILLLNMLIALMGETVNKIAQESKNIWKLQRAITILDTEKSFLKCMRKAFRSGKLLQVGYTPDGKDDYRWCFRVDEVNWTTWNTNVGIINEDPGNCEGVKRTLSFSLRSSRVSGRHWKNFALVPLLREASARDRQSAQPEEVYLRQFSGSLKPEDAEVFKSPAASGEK
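Cells expressing TRPV1 were dye-loaded with Fluo-8 and read kinetically: 10 s baseline, 3 min after compound (agonist portion), then 2 min after EC20 capsaicin (allosteric enhancer portion). Calcium-bound dye fluorescence at 480/520 nm.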
KCNH2 WT inh: inhibitors of human wildtype KCNH2 potassium channel; Q12809; activity change, % at 1.84 µM; AID 720551; actives 0.37% (n = 340,000); U2OS, BacMam KCNH2, thallium flux FluxOr; hits give low values;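 active = maximum activity change below -70%; inconclusive = maximum activity change between -70% and -50%; inactive = maximum activity change above -50%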; note: % is set by controls: 0 for no effect and ±100 for the full control effect
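U2OS cells were transduced with wild-type KCNH2 virus (2.03 x 10^8 / mL) for 4 h at room temperature, then cultured overnight at 37 C. Thallium flux was read with FluxOr dye. Rate constants were normalized to DMSO controls.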
GALK inh: blocks human galactokinase activity. P51570. Purified GALK, Kinase-Glo residual ATP luminescence. Potency, µM (highest dose often 57.5 µM), for the others: top-dose activity change, negative = inhibition, hits mostly inhibitors. actives 0.007% (n = 270,000). AID 1868; note: potency is the fitted concentration of half-maximal effect; % is set by controls: 0 for no effect and ±100 for the full control effect
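Kinase-Glo Plus luminescence measured ATP left after a 1 h room-temperature reaction. The reaction used 5 nM GALK, 100 uM galactose and 35 uM ATP at pH 8.0 (20 mM HEPES, 5 mM MgCl2, 60 mM NaCl, 1 mM DTT, 0.01% BSA).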
MBNL1-CUG inh: inhibitors of human MBNL1 binding to CUG repeat RNA; Q9NR56; TR-FRET MBNL1-His/biotin-(CUG)12 binding, 665/545 ratio; Potency, µM (doses to about 57.5 µM), for inactives: top-dose activity change, negative = inhibition, actives largely listed as inhibitors; actives 0.036% (n = 280,000); AID 2675; active = well fitted inhibition curve with a large enough effect in the signal ratio, with a control signal flat, not every such curve was filed as active; inconclusive = small, poorly fitted or top-dose-only effect, or effect the other way, or a change in a side signal; inactive = no such curve, though single readings can be large or run the other way; the % refers to the signal ratio; note: potency is the fitted concentration of half-maximal effect; % is set by controls: 0 for no effect and ±100 for the full control effect
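TR-FRET readout: Ex 340 nm, 665/545 nm emission ratio, normalized to buffer-only (basal) and MBNL1-(CUG)12 controls. Complex of MBNL1-His with Biotin-(CUG)12, compounds 92 nM–58 uM, incubated 60 min at room temperature.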
Integrin act MD: activates integrin-mediated alleviation for muscular dystrophy. alpha7betagal myoblasts, beta-gal FDG fluorescence, 48 h. Potency, µM (titrated, usually from 38.3 µM), for the others: top-dose activation, most hits filed as activators. actives 0.064% (n = 350,000). AID 624291;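 note: potency is the fitted concentration of half-maximal effect; 100% = response of the positive control SU9516; nearly all actives have a fitted effect of over 60% in size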
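Alpha7betagal+/- myoblasts (passage 13) were plated 16-24 hr, then exposed to compounds (1:260 dilution of DMSO stock) for 48 hours at 37C. After MPER lysis, β-galactosidase reporter activity was read as FDG fluorescence (ex 480/em 540) after 30 minutes.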
KCNH2 3.1 block: KCNH2 3.1 (human) potassium channel inhibition; U2OS KCNH2 3.1, thallium flux FluxOr; hits give low values; actives 0.95% (n = 340,000); activity change, % (tested at about 1.8 µM);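 active = maximum activity change below -70%; inconclusive = maximum activity change from -70% to -50%; inactive = maximum activity change above -50%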;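 note: thallium influx rate constant from kinetic fluorescence after stimulation buffer; % is set by controls: 0 for no effect and ±100 for the full control effect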
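Measured as rate of thallium-driven FluxOr signal in transduced U2OS cells carrying the 3.1 channel, read kinetically for 2 min upon stimulation; values are rate constants scaled to DMSO control wells.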
Coupling enz: inhibits coupling enzyme system, counter-screen for aldolase hits | coupling enzyme system counterscreen, AmpLite Red fluorescence | activity change, negative = inhibition, % at 58.2 µM, hits read low | actives 0.67% (n = 290,000); in the data active = activity change below about -30%; note: % is set by controls: 0 for no effect and ±100 for the full control effect
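Fluorescence at 525 nm excitation and 598 nm emission measured inhibition of the coupled detection system without aldolase. Compounds (at 57.5 uM final) were preincubated 10 min at room temperature with coupling enzyme reagent before a 20 min substrate/AmpLite Red step.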
A-T KAP1 phos: potential ataxia-telangiectasia treatment | […] A-T fibroblasts, KAP-1 phosphorylation AlphaLISA; neocarzinostatin DNA damage 30 min before lysis | Potency, µM (series often up to 57.5 µM), for inactives: at the highest dose activation, usual class: activators | actives 0.19% (n = 320,000); note: potency is the fitted concentration of half-maximal effect; % of control where 0% means no effect; nearly all actives have a fitted effect of over 45% in size
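ATM-like activity read as KAP-1 phosphorylation via AlphaLISA donor/acceptor antibody pairs after lysis and 6 hr at 25C. Cells were ATM-null patient fibroblasts ([…], hTERT), dosed 60 min, then exposed to the DSB inducer NCS for 30 min.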
CXXC DNA block: MLL CXXC-DNA interaction inhibition. AID 2662. actives 0.037% (n = 290,000). Potency, µM (doses to about 115 µM), for inactives: top-dose activity change, negative = inhibition, usual class: inhibitors. Q03164. MLL-CXXC / FITC-HOXA9 DNA fluorescence polarization; active = well fitted inhibition curve with a large enough effect in the polarisation, with a control signal flat, not every such curve was filed as active; inconclusive = small, poorly fitted or top-dose-only effect, or effect the other way, or a change in a side signal; inactive = no such curve, though single readings can be large or run the other way; the % refers to the polarisation; note: potency is the fitted concentration of half-maximal effect
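Steps: dispense CXXC domain solution (7 uM) → pin compounds or unlabeled HOX-A9 DNA control → 5 min ambient → add FLSN-HOX-A9 solution (50 nM) → spin → 30 min ambient → fluorescence polarization. Tris pH 7.5/NaCl/DTT/BSA buffer.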
Starred values were filed as active, the others as inactive; ? = inconclusive; nt = not tested or not shown; [ ] = remark or other dose. Unless noted, calls come from the whole dose curve; as a rule, active = well fitted curve in the direction sought with a large enough effect; inconclusive = small, poorly fitted or top-dose-only effect, or another doubt; inactive = no such curve, though single readings can be large; an effect the other way counts as inactive or inconclusive.

SMILES	ASM inhibitor	TRPV1 agonist	KCNH2 WT inh	GALK inh	MBNL1-CUG inh	Integrin act MD	KCNH2 3.1 block	Coupling enz	A-T KAP1 phos	CXXC DNA block
N#Cc1ccccc1OCC(=O)N1CCc2ccccc2C1	2%	7	10	-3%	-4%	-12%	-4	-1	-4%	-3%
CCC(=O)Nc1ccc(Nc2ccccc2)cc1	3%	5	-82*	-5%	?	-30%	2	-1	-4%	-2%
Nc1nc(CCOc2ccc(F)cc2)cs1	4%	4	-2	-3%	3%	6%	13	-1	-2%	-3%
CN(C)c1cccc(C(=O)N(Cc2ccccc2)Cc2ccccc2)c1	-1%	26	-2	1%	-1%	17%	2	1	-8%	44%[activator]
COc1ccc(C(=O)Nc2cc(C)on2)cc1OC	2%	0	-10	1%	-6%	-26%	15	3	4%	0%
CCCC(C)NC(=O)COc1ccc(S(=O)(=O)c2ccc(OCC(=O)NC(C)CCC)cc2)cc1 (configuration not stated)	1%	6	-1	1%	nt	11%	8	-3	5%	?
CCNC(=O)CSc1nnc(-c2cccc(S(=O)(=O)N3CCOCC3)c2)o1	-3%	3	-8	nt	nt	35%	7	nt	17%	nt
Cc1nnc(NC(=O)c2ccc(S(=O)(=O)N3CCc4ccccc4C3)cc2)o1	1%	4	-10	0%	-1%	14%	-3	1	7%	3%
CCCC1OC(c2ccco2)OCC1CC (configuration not stated)	-2%	nt	-12	nt	nt	1%	4	nt	nt	nt
NS(=O)(=O)c1cc(C(=O)NNC(=O)c2ccc3c(c2)OCO3)ccc1Cl	1%	nt	-4	nt	nt	7%	-1	nt	-7%	nt
CCOc1nc(C)cc(COC)c1C(N)=O	-1%	4	-1	5%	0%	15%	-1	0	6%	-6%
COc1ccccc1NC(=O)CSC1CC(=O)N(c2ccc3c(c2)OCO3)C1=O (configuration not stated)	-2%	1	1	0%	-4%	5%	10	-4	-3%	1%
NNC(=O)Cn1nc2n(c1=O)-c1ccccc1SC2	0%	4	-11	-3%	4%	1%	-3	0	-8%	7%
O=C(Cn1nnc2c(cnn2-c2ccccc2)c1=O)NCc1cccs1	32%	?	13	1%	1%	-20%	-2	4	-2%	-3%
COc1ccccc1-c1cc2nc(C)c(CCC(=O)NC(C)CCc3ccco3)c(C)n2n1 (configuration not stated)	0%	-2	10	2%	1%	-20%	-12	0	9%	-4%
C/C(CCc1ccccc1)=N\NC(=O)C(=O)Nc1cccc(Cl)c1	-1%	-1	-9	0%	-2%	2%	16	-1	0%	-2%
O=c1[nH]cc(NCCNc2ncc(C(F)(F)F)cc2Cl)c(=O)[nH]1	7%	8	-12	2%	?	16%	-4	0	-7%	4%
C=CCNC(=O)C1CCCN(S(=O)(=O)c2ccc(-n3cnnn3)cc2)C1 (configuration not stated)	-2%	-2	12	1%	-9%	-14%	3	3	13%	16%
O=C(NCC1CCCO1)C1CC(=O)N(c2ccc(F)c(Cl)c2)C1 (configuration not stated)	3%	nt	51	1%	-4%	-4%	5	2	13%	-2%
C=CCn1c(SCC(=O)Nc2c(C)cccc2C)nnc1-c1ccncc1	0%	0	-10	-2%	4%	13%	2	-2	4%	5%
CC1=C(C(=O)NCc2ccccc2)C(c2cccs2)NC(=S)N1 (configuration not stated)	1%	-4	8	-3%	-2%	9%	30	-1	-4%	-5%
Cc1ccc(C(=O)COC(=O)c2ccncc2)cc1[N+](=O)[O-]	3%	-1	-2	4%	20%	-13%	-10	7	-6%	9%
COc1ccc(NC(=O)COC(=O)c2ccc3c(c2)OCCO3)cc1OC	-1%	-3	-15	nt	nt	-17%	-3	nt	-5%	nt
O=C1N/C(=C/c2cccs2)C(=O)N1Cc1ccccc1F	13%	23	-4	-1%	3%	-10%	-9	0	-2%	-1%
CCOC(=O)N1CCN(C2=C(NS(=O)(=O)c3ccccc3)C(=O)c3ccccc3C2=O)CC1	-3%	11	1	-1%	?	-57%[inhibitor]	-29	nt	-3%	1%
O=C(NCCC1CCCCN1S(=O)(=O)c1ccc(F)cc1)C(=O)NCCN1CCOCC1 (configuration not stated)	1%	1	-3	nt	nt	12%	7	nt	1%	nt
CC(=O)c1c(N2CCN(Cc3ccccc3)CC2)nc(=S)n(Cc2ccccc2)c1C	2%	3	-1	2%	-1%	-5%	-20	0	-7%	-5%
COc1ccc(-n2ncc3c(N4CCN(c5cc(C)ccc5C)CC4)ncnc32)cc1	-11%	1	30	0%	6%	23%	11	2	19%	0%
CC(C)N(C(=O)CN(C#N)c1nc(N(C)C)nc(N(C)C)n1)c1ccccc1	-2%	1	1	9%	-5%	-13%	-4	-1	-3%	-6%
Cc1ccccc1NC(=O)c1snc2c(=O)[nH]cnc12	nt	-4	nt	-2%	?	nt	nt	0	1%	3%
Cn1cnnc1Sc1cc(N2CCN(S(=O)(=O)c3ccc4ccccc4c3)CC2)ccc1[N+](=O)[O-]	-6%	3	-1	1%	10%	-8%	-5	1	-7%	8%
CCn1c(CNS(=O)(=O)c2ccc(Br)cc2)nnc1SC	-5%	-5	7	-7%	-1%	?	-1	nt	-5%	-6%
CCOC(=O)c1cccc(NC(=O)c2ccc(N(C)C)cc2)c1	-3%	?	-10	1%	nt	-23%	-10	1	-1%	-2%
CCc1nn(CC(=O)NCCCN2CCN(CC)CC2)c(=O)c2cc3occc3n12	2%	-1	21	0%	8%	-20%	6	nt	-8%	-4%
CN(C)CCCNc1cn[nH]c(=O)c1Cl	5%	2	19	0%	4%	1%	8	3	-12%	-5%
CCOC(=O)CSc1nc2sc3c(c2c(=O)[nH]1)CCCC3	0%	8	-21	5%	-4%	6%	2	2	7%	-6%

Of the compounds above, 4 contain an NH in an aromatic ring.
SMILES	ASM inhibitor	TRPV1 agonist	KCNH2 WT inh	GALK inh	MBNL1-CUG inh	Integrin act MD	KCNH2 3.1 block	Coupling enz	A-T KAP1 phos	CXXC DNA block
O=c1[nH]cc(NCCNc2ncc(C(F)(F)F)cc2Cl)c(=O)[nH]1	7%	8	-12	2%	?	16%	-4	0	-7%	4%
Cc1ccccc1NC(=O)c1snc2c(=O)[nH]cnc12	nt	-4	nt	-2%	?	nt	nt	0	1%	3%
CN(C)CCCNc1cn[nH]c(=O)c1Cl	5%	2	19	0%	4%	1%	8	3	-12%	-5%
CCOC(=O)CSc1nc2sc3c(c2c(=O)[nH]1)CCCC3	0%	8	-21	5%	-4%	6%	2	2	7%	-6%

Continued:
SMILES	ASM inhibitor	TRPV1 agonist	KCNH2 WT inh	GALK inh	MBNL1-CUG inh	Integrin act MD	KCNH2 3.1 block	Coupling enz	A-T KAP1 phos	CXXC DNA block
CC(C)(C)S(=O)(=O)N1Cc2cc(=O)n(Cc3ccccc3)c(CCO)c2[C@H]1CCO	23%	nt	17	nt	nt	26%	18	nt	nt	nt
CC(=O)N/C(=N/c1nc(C)cc(C)n1)Nc1cccc(C)c1	5%	-2	1	8%	1%	17%	8	3	?	-3%
CN1C(=O)c2cccc(NCCCCCCN3C(=O)c4ccccc4C3=O)c2C1=O	-3%	-2	2	-2%	9%	-2%	1	0	1%	22%
Cc1ccc(S(=O)(=O)c2nc(NCCCn3ccnc3)sc2Cl)cc1	2%	20	35	-1%	4%	11%	-15	1	-7%	-3%
Cc1nnc(-c2ccccc2)[nH]c1=O	-1%	2	2	10%	-4%	8%	8	3	-25%	0%
CC(C)c1ccc(Nc2nc(Cl)nc(Cl)n2)cc1	11%	-3	2	3%	-6%	?	14	1	2%	-13%
COC(=O)C(CC(C)C)NC(=O)c1ccc(F)cc1 (configuration not stated)	2%	1	3	-1%	-4%	12%	12	1	1%	-5%
O=C(c1cccc(S(=O)(=O)N2CCN(c3ccc(F)cc3)CC2)c1)N1CCCC1	3%	nt	4	nt	nt	39%	6	nt	15%	nt
COc1ccc(N(C(=O)c2cccnc2)S(=O)(=O)c2ccc(F)cc2)cc1	-2%	4	5	nt	-11%	4%	5	0	13%	nt
O=C1Nc2ccc([N+](=O)[O-])cc2C1(O)N1CCCCC1 (configuration not stated)	-3%	-1	-14	-2%	?	-5%	1	0	5%	3%
CC(C)CCSc1nc(N)c(C#N)cc1C#N	46%[activator]	24	13	1%	?	3%[7.66 µM]	7	-2	2%	8%
CCCc1cc(=O)[nH]c(SCC(=O)Nc2nc(-c3ccccc3)cs2)n1	-2%	-5	-3	3%	-7%	-2%	3	11	6%	-5%
CN(C)/C=C/C(=O)c1ccc(OCCN(C)c2ccccn2)cc1	17%	-2	-11	-6%	36%[activator]	-6%	17	1	-5%	?
CC1CN(C)C(C)C/C1=N/Oc1ccccc1[N+](=O)[O-] (configuration not stated)	0%	0	7	-4%	17%	4%	9	-12	3%[11.5 µM]	-6%
